PPARg SRC3 recr = PPARgamma-driven SRC-3 recruitment agonism. P37231. biochemical PPARgamma/SRC-3 coactivator recruitment assay. activation, % at 8 µM. hit rate 0.26% among 200,000. AID 731; in the data active = activation above about 23%;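 also: 0% = DMSO and 100% = reference agonist; some compounds past the cut are filed as inactive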
Target sequence (P37231 whole entry, looked up): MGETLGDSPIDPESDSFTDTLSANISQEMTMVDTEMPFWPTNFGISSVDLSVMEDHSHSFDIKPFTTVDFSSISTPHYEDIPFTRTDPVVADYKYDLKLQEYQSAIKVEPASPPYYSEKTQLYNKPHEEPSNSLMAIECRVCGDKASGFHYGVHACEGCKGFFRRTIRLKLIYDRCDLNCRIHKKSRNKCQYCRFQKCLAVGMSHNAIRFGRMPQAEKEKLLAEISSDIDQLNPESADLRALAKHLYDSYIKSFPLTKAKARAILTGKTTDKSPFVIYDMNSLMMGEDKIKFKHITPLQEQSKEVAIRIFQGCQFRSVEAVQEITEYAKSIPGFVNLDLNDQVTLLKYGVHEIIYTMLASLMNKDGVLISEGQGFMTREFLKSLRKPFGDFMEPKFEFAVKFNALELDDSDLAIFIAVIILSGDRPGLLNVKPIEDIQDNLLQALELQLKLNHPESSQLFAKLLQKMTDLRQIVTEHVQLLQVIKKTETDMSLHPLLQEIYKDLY
PPARg SRC-1 ag = agonists of human PPARgamma SRC-1 coactivator recruitment; P37231; PPARgamma-SRC-1 coactivator recruitment biochemical assay; activation, % at 8 µM; hit rate 0.41% among 200,000; in the data active = activation above about 19%;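 also: 0% = DMSO and 100% = reference agonist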
bIAP inh = intestinal alkaline phosphatase (bovine) inhibition; purified bovine IAP, CDP-star luminescence, 30 min; inhibition, % at 20 µM; 190,000 tested, under 10 active;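 active = over 50% inhibition of intestinal alkaline phosphatase at 20 µM in the single-dose screen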
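System: purified bovine intestinal alkaline phosphatase (IAP) enzyme; Input: IAP diluted 1/65,000,000 in the well; Measured by: CDP-star luminescence signal; Compound dosing: 20 µM single dose; Incubation: 30 min reaction at room temperature.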
Efa HMGR inh = blocks class II HMG-CoA reductase of Enterococcus faecalis; purified E. faecalis HMGR, NADPH absorbance 340 nm kinetic; inhibition, % at 10 µM; hit rate 0.41% among 190,000;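 active = inhibition above a set limit, the median over all tested compounds plus 3 SD, cut at about 9.5% in these data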;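 also: enzyme runs in reverse so mevalonate oxidation gives rising NADPH absorbance; 0% = complete reaction with DMSO and 100% = background rate lacking mevalonate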
S1P3 antag = blocks the human S1P3 receptor | Q99500 | CHO S1P3 NFAT-BLA reporter, FRET fluorescence, antagonist mode | inhibition, % at 4.98 µM | hit rate 0.27% among 170,000 | AID 485;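 active = inhibition above the plate cutoff, the mean inhibition of test wells on that plate plus 3 SD, cut at about 28% in these data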;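 also: cells challenged with S1P at its EC80 of 0.8 µM; blue over green emission ratio from cleaved BLA substrate after 4 h stimulation; 0% = S1P-stimulated wells and 100% = unstimulated DMSO-only wells; some compounds past the cut are filed as inactive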
Redox H2O2 prof = compounds producing H2O2 with reducing agent – biochemical, NIH compound library profiling, artefact control for MLSCN library redox annotation, primary screen. DTT-dependent redox cycling H2O2, phenol red/HRP absorbance; 100% = 100 µM peroxide control, 0% = buffer. activation, % at 10 µM. hit rate 0.03% among 200,000;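 active = activation of at least 50% relative to the plate's high and low controls in the primary single-dose screen; inactive = activation below 50%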;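 also: compound incubated with DTT at 0.8 mM final as the reducing agent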
L major viab = reduces viability of Leishmania major promastigotes. inhibition, % at 10 µM. resazurin fluorescence viability. hit rate 9% among 200,000; in the data active = inhibition above about 50%;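 also: promastigotes grown with compound for 44 hours at 28 °C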
SRC2 TRFRET art = flags TR-FRET format artefacts in PPARgamma SRC-2 recruitment agonist screen | TR-FRET artefact counter-screen; stronger effect = higher value | TR-FRET ratio at 8 µM | hit rate 0.4% among 200,000; in the data active = TR-FRET ratio above about 2000; also: inactives centre near 1500; reference of the scale not given here
RAM inhibit = inhibitors of the yeast RAM network; S. cerevisiae dse1pr::URA3 reporter, 5-FOA growth OD615, 2 d; analog-sensitive cbk1-as2 kinase mutant strain; hit rate 1.8% among 190,000; inhibition, % at 50 µM;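 active = inhibition above a set limit, 3 SD over mean compound inhibition, cut at about 8.4% in these data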;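 also: 0% = DMSO-only wells with no growth and 100% = 10 µM 1-NA-PP1 full growth; inhibition rescues growth on 5-FOA so higher OD means more RAM inhibition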
ROMK mod = modulators of human ROMK potassium channel; hit rate 2% among 130,000; B-score at 10 µM; P48048; Tet-inducible ROMK, thallium flux fluorescence; actives lie on both sides;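 active = signal ratio slope over the read window, or its plate-corrected B-score, at least 3 SD from the plate mean, either direction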;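 also: B-score of the F/F0 ratio slope over 7 to 12 s after thallium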
Target sequence (P48048 whole entry, looked up): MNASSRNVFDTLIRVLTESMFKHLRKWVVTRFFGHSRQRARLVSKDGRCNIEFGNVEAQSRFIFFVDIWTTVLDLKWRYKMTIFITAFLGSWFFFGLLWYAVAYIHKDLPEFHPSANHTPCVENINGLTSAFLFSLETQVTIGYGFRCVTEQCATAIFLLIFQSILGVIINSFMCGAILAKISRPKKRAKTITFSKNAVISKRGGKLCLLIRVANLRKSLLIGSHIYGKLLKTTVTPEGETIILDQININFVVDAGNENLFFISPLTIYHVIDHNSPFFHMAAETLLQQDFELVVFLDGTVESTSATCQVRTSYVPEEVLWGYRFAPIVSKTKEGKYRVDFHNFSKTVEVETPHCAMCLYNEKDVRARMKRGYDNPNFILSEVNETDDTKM
PPARg SRC2 recr = PPARgamma-driven SRC-2 recruitment agonism; P37231; PPARgamma LBD-SRC-2 recruitment, biochemical; activation, % at 8 µM; hit rate 0.34% among 200,000; in the data active = activation above about 22%;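 also: 0% = vehicle and 100% = reference agonist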
* = called active by the depositor; / = not tested or not shown. Rows were taken by chance; overall some 13% were active at least once.

cpd	Molecule	PPARg SRC3 recr	PPARg SRC-1 ag	bIAP inh	Efa HMGR inh	S1P3 antag	Redox H2O2 prof
1	Cc1cc(C)cc(NC(=S)/C(=C(\[O-])c2ccc(Cl)cc2Cl)[n+]2ccccc2)c1	8	2	-18	-4	-8	-0.4
2	CCOC(=O)c1cc(C(=O)OCC)c(=O)[nH]c1N1CCCCC1	-4	-8	4	-6	-4	-1.6
3	CS(=O)(=O)N1CCN(CC2CC3C=CC2C3)CC1 (centres undefined)	9	-1	0	1	-1	0.0
4	Cc1cc(C)c(-c2cc(NC(=O)COC(=O)c3ccc(CO)cc3)n(-c3ccccc3)n2)cc1C	1	4	-40	2	-11	-0.2
5	Cn1c(=O)c2c(ncn2CC(O)CNc2ccc(Br)cc2)n(C)c1=O (centres undefined)	-3	0	3	-5	-2	1.4
6	CC(=O)c1cnc(-c2ccccc2Cl)s1	13	22*	7	4	-11	-1.0
7	CCCS(=O)(=O)N1CCCC(C(=O)c2cccc(Cl)c2)C1 (centres undefined)	4	0	-4	-5	-1	-0.5
8	c1cncc(CSc2nnc3ccc(-c4cccs4)nn23)c1	6	1	-19	1	-3	0.8
9	O=c1/c(=C/c2ccco2)sc2nc(-c3ccccc3Br)nn12	-5	-8	33	0	13	0.5
10	CCOC(=O)Cc1c(C)nc2c(-c3cccc(Br)c3)cnn2c1C	0	2	-6	2	3	-0.5
11	Cc1cccc(C)c1-n1c(C)nn(Cc2ccc([N+](=O)[O-])cc2)c1=O	2	2	11	-5	2	-0.5
12	CCn1cc(C(=O)N2CCN(C(=O)c3ccco3)CC2)c2cc(OC)c(OC)cc2c1=O	-2	0	11	-9	0	1.3

cpd	L major viab	SRC2 TRFRET art	RAM inhibit	ROMK mod	PPARg SRC2 recr
1	27	1791	3.9	-0.18	10
2	-3	1530	0.5	0.45	-5
3	93*	1594	0.8	-0.49	-2
4	-5	1496	2.6	-0.002	0
5	4	1682	-0.9	/	6
6	-17	1855	1.5	-1.6	15
7	-2	1506	0.4	1.6	2
8	9	1353	1.4	0.39	-2
9	-6	1389	2.1	/	9
10	-8	1492	7.1	0.59	4
11	4	1575	0.2	1.4	2
12	-1	1397	4.5	/	-4

Whole records, looked up by structure.
c1cncc(CSc2nnc3ccc(-c4cccs4)nn23)c1 is listed with PPARg SRC3 recr = 6; PPARg SRC-1 ag = 1; bIAP inh = -19; Efa HMGR inh = 1; S1P3 antag = -3; Redox H2O2 prof = 0.8; L major viab = 9; SRC2 TRFRET art = 1353; RAM inhibit = 1.4; ROMK mod = 0.39; PPARg SRC2 recr = -2
Cc1cc(C)cc(NC(=S)/C(=C(\[O-])c2ccc(Cl)cc2Cl)[n+]2ccccc2)c1 is listed with PPARg SRC3 recr = 8; PPARg SRC-1 ag = 2; bIAP inh = -18; Efa HMGR inh = -4; S1P3 antag = -8; Redox H2O2 prof = -0.4; L major viab = 27; SRC2 TRFRET art = 1791; RAM inhibit = 3.9; ROMK mod = -0.18; PPARg SRC2 recr = 10
CS(=O)(=O)N1CCN(CC2CC3C=CC2C3)CC1 (centres undefined) is listed with PPARg SRC3 recr = 9; PPARg SRC-1 ag = -1; bIAP inh = 0; Efa HMGR inh = 1; S1P3 antag = -1; Redox H2O2 prof = 0.0; L major viab = 93*; SRC2 TRFRET art = 1594; RAM inhibit = 0.8; ROMK mod = -0.49; PPARg SRC2 recr = -2

(more compounds)
cpd	Molecule	PPARg SRC3 recr	PPARg SRC-1 ag	bIAP inh	Efa HMGR inh	S1P3 antag	Redox H2O2 prof
13	Cc1ccc(C)c(Nc2c([N+](=O)[O-])cc(C(=O)N3CC(=O)Nc4ccccc43)cc2[N+](=O)[O-])c1	1	3	12	-7	/	3.2
14	Cc1ccc(/C=C/C(=O)c2c(C)nc3ccccn23)cc1	0	2	7	5	/	-7.4
15	CCC(C)[C@H](NC(=O)Nc1cccc(OC)c1)C(=O)OC (some centres undefined)	3	-3	2	-2	4	0.2
16	CCOC(=O)c1ccccc1NC(=O)Cn1cnc2c(cnn2-c2ccc(OC)cc2)c1=O	1	5	/	/	-33	3.2
17	CCOc1ccc(S(=O)(=O)Nc2ccccc2C(=O)N2CCCC2)cc1	-1	0	-14	-6	-11	-0.3
18	CN(C)S(=O)(=O)c1ccc(C(=O)Nc2cc(=O)n(C)c(=O)n2C)cc1	7	-1	4	0	-7	-0.3
19	COC(OC)c1ccc(C#N)c(=O)[nH]1	3	1	-2	-10	-22	-2.2
20	CCOc1ccc(S(=O)(=O)N(CC(=O)NCC(F)(F)F)Cc2ccco2)cc1	-3	-7	0	-4	-1	-0.3
21	CCN1CCc2c(sc(NC(=O)CN3C(=O)c4ccccc4C3=O)c2C(N)=O)C1	-1	4	4	0	-1	6.2
22	C/C(O)=C(\N=Nc1cc(C)ccc1O)C(N)=O	5	-1	5	2	-6	-1.1
23	O=C(Nc1ccccc1N1CCN(c2ccccc2)CC1)c1cccc(F)c1	13	8	33	-1	33	1.6
24	C/C(CC(=O)Nc1ccc(Cl)cc1)=N\NC(=O)C(=O)NCCO	-1	-6	6	-6	-7	0.3

cpd	L major viab	SRC2 TRFRET art	RAM inhibit	ROMK mod	PPARg SRC2 recr
13	96*	1521	5.4	1.2	6
14	28	1744	-1.4	/	4
15	-4	1535	-1.2	-0.14	5
16	-4	1587	/	0.76	6
17	-1	1472	1.4	-0.12	-14
18	-5	1627	0.8	0.16	10
19	-8	1629	0.7	0.042	2
20	-5	1279	-0.4	0.52	0
21	-3	1508	2.5	0.53	4
22	-11	1517	2.9	/	0
23	12	1542	0.7	-0.3	6
24	-5	1581	-0.8	/	-7

(cont.)
cpd	Molecule	PPARg SRC3 recr	PPARg SRC-1 ag	bIAP inh	Efa HMGR inh	S1P3 antag	Redox H2O2 prof
25	CCC(C(=O)OCC(=O)Nc1ccccc1-c1ccccc1)c1ccccc1 (centres undefined)	2	-6	-2	-7	9	-0.5
26	COC(CNC(=O)c1ccc(-n2c(=S)[nH]c3ccccc3c2=O)cc1)OC	4	5	-5	3	2	-0.2
27	Cc1noc(C)c1C(=O)OCC(=O)Nc1cc(S(=O)(=O)N2CCOCC2)ccc1Cl	-2	9	2	-6	-17	-1.0
28	CC(C)C12CN3CC(C(C)C)(CN(C1)C3c1ccc3c(c1)OCO3)C2=O (centres undefined)	-13	8	-1	0	22	-4.3
29	N#Cc1nc(-c2ccccc2)oc1NCCCn1ccnc1	1	9	-1	-2	5	-0.3
30	O=C(NCCCl)C1Cc2c(ccc3ccccc23)O1 (centres undefined)	6	3	-14	1	-29	-1.1
31	CCOC(=O)N1CCN(C(=O)CN(C2CCCCC2)S(=O)(=O)c2c(C)cc(C)cc2C)CC1	7	2	-7	0	/	0.9
32	CCOC(=O)c1sc(=NC(=O)COc2ccccc2)n(C)c1C	4	0	7	1	23	0.4
33	CCOC(=O)C1=C(C)S/C(=C\N(C)C)C1=O	11	3	4	-10	1	3.0
34	CCCCNC(=O)c1ccccc1NC(=O)CCSc1ccccc1	0	-7	50	15*	/	2.0
35	O=C(c1ccc2c3c(cccc13)CC2)C1CCCN(Cc2ccccn2)C1 (centres undefined)	5	3	-7	-12	2	-0.6
36	COc1ccc(C)cc1NC(=O)C1CCCN1C(=O)OCc1ccccc1 (centres undefined)	0	0	-2	-4	-29	-2.0

cpd	L major viab	SRC2 TRFRET art	RAM inhibit	ROMK mod	PPARg SRC2 recr
25	3	1528	6.4	-1.1	-3
26	0	1542	1.9	-1	-5
27	19	1571	1.4	-0.2	7
28	14	1391	0.4	/	-8
29	-3	1561	-0.4	-0.045	-1
30	-5	1706	1.6	-0.88	-4
31	36	1593	0.1	-1.5	1
32	-6	1739	2.6	-0.44	7
33	-1	1551	-0.7	/	2
34	9	1413	1.6	/	-1
35	64*	1634	1.4	-0.42	6
36	-2	1548	1.2	/	5

(list continues)
cpd	Molecule	PPARg SRC3 recr	PPARg SRC-1 ag	bIAP inh	Efa HMGR inh	S1P3 antag	Redox H2O2 prof
37	CC(=O)NCCCNc1ccc([N+](=O)[O-])cc1	2	6	11	-6	6	-0.3
38	COc1ccc(C(=O)O/N=C2\CCCc3nonc32)cc1	-1	6	31	-3	-8	0.3
39	Cc1cc(=O)[nH]c(N/N=C/c2c(C)nn(-c3ccc(F)cc3)c2Cl)n1	1	3	-10	-2	-19	-0.2
40	CN(C)c1ncnc2c1NC1=C(S2)C(=NCCCC(=O)O)CC(C)(C)C1	4	9	-3	-4	/	-5.5
41	Cc1nc2cc(N)ccc2n1-c1ccccc1	2	1	-15	0	11	-2.5
42	Cn1c(=O)cc(SCC(=O)NCCCN2CCN(c3ccccc3F)CC2)c2ccccc21	125*	90*	-1	-1	3	4.3
43	CCOC(=O)CCCCC(=O)c1[nH]c(=O)[nH]c1CSCCO	-14	0	-10	-2	/	0.1
44	CSCC(=O)N1CCCC(CNC(=O)c2ccc(-c3ccccc3)cc2)C1 (centres undefined)	6	4	-6	-6	1	-0.2
45	CCN(CC)C(=O)Cn1nc(C)c2ccccc2c1=O	0	1	6	-3	/	0.1
46	CCc1nnc(NS(=O)(=O)c2ccc(NC(=S)Nc3ccc(F)cc3)cc2)s1	5	5	-15	0	-6	0.2
47	C/C(=N\NC(=O)C1CC1c1ccccc1)c1cccs1 (centres undefined)	-9	-4	6	-4	/	1.4
48	O=C(OC1CCOC1=O)c1ccc(S(=O)(=O)N2CCCCCC2)cc1 (centres undefined)	9	9	4	-9	3	-2.9

cpd	L major viab	SRC2 TRFRET art	RAM inhibit	ROMK mod	PPARg SRC2 recr
37	-5	1579	0.8	-0.26	4
38	-7	1652	2.3	-0.81	2
39	15	1457	0.0	-0.0069	-1
40	-5	1470	0.3	/	0
41	-7	1945	-0.2	-0.17	9
42	8	4083*	0.8	/	92*
43	-1	1544	0.8	0.47	1
44	0	1607	1.6	0.3	3
45	-3	1666	-1.2	1.5	1
46	35	1645	-0.1	/	5
47	1	1613	1.2	/	-1
48	-9	1648	2.4	/	3

(cont.)
cpd	Molecule	PPARg SRC3 recr	PPARg SRC-1 ag	bIAP inh	Efa HMGR inh	S1P3 antag	Redox H2O2 prof
49	CC(C)N1CCN(Cc2cccc3nonc23)CC1CCO (centres undefined)	-1	8	4	2	-2	-0.3
50	CC(=O)/C(=N\Nc1ccc(Cl)cc1Cl)Sc1cccc2cccnc12	-2	0	-55	2	1	1.0
51	COC(=O)NC1CCC(NC(=O)OC)CC1 (centres undefined)	5	7	8	-4	-15	-0.5
52	O=S(=O)(Cc1ccccc1)NCC1CCCO1 (centres undefined)	-4	13	5	0	27	-2.5
53	Cc1ccc(S(=O)(=O)NC2=C(N3CCN(Cc4ccccc4)CC3)C(=O)c3ccccc3C2=O)cc1	10	4	0	3	/	3.5
54	O=C(NC1CCCCCC1)C1C2C=CC3(CN(Cc4cccnc4)C(=O)C13)O2 (centres undefined)	13	1	2	1	-12	-0.7

cpd	L major viab	SRC2 TRFRET art	RAM inhibit	ROMK mod	PPARg SRC2 recr
49	-8	1562	2.4	/	8
50	97*	1443	3.7	-1.2	-6
51	-1	1692	1.1	-0.013	8
52	-10	1501	0.8	/	2
53	97*	1575	1.5	/	4
54	-7	1554	1.9	/	11
